# ERK EGF block: blocks ERK signaling stimulated by EGF; Potency, µM (series often up to 11.5 µM), inactives show top-dose activity change, negative = inhibition, most hits filed as inhibitors; 130,000 compounds, 0.41% hits; HEK293-V1b, EGF-stimulated phospho-ERK AlphaScreen; active means well fitted inhibition curve with a large enough effect; inconclusive means small, poorly fitted or top-dose-only effect, or effect the other way;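 further: plate controls were stimulated vehicle wells for no effect and unstimulated vehicle basal for full effect; nearly all actives have a fitted effect of over 55% in size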
#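 Stably V1b-transfected HEK293 cells; 30 min compound, then EGF 25 nM final for 5 min at 37C; 10 min lysis; phospho-ERK by AlphaScreen after 5 hr beads at room temperature.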
# * = called active by the depositor; ? = inconclusive; & = joins results of further samples; [ ] = another dose, or the depositor's remark. Potency means the concentration at half of the fitted maximal effect.
no. | SMILES | ERK EGF block
1 | COc1ccc(/C=C/C(=O)Nc2ccccc2C(=O)O)cc1OC | ?
2 | O=C(CCN1CCC(c2ccccc2)C1)c1ccc2c(c1)OCCO2 (centres undefined) | -0.7%[57.5 µM]
3 | CC12CCC(CC1)C(C)(C)O2 | 14.5%
4 | CN(C(=O)CCCOc1ccc2[nH]c(=O)ccc2c1)C1CCCCC1 | 9.5%&-12.8%
5 | CC(=O)O[C@@]1(C(C)=O)CCC2C3C=C(Cl)C4=CC(=O)C5CC5[C@@]4(C)C3CC[C@]21C (some centres undefined) | 6.1%
6 | CC(=O)c1ccc(S(=O)(=O)NC(=O)NC2CCCCC2)cc1 | -1.7%
7 | CC[C@H](Cc1c(I)cc(I)c(N)c1I)C(=O)O | -4.7%[25.7 µM]
8 | CN1CCN(C(c2ccccc2)c2ccccc2)CC1 | 14.9%

no. | SMILES | ERK EGF block
9 | COc1cc(O)c2c(=O)cc(-c3ccc(OC)c(-c4c(O)cc(O)c5c(=O)cc(-c6ccc(O)cc6)oc45)c3)oc2c1 | 2.8%
10 | Cc1cc(-c2ccccc2)nnc1NCCN1CCOCC1 | -17.3%[57.5 µM]
11 | O=C1c2ccc(O)c(O)c2C(=O)c2c(O)ccc(O)c21 | 7.94µM*
12 | CC(CCC(=O)O)C1CCC2C3C(O)C[C@@H]4CC(O)CC[C@@]4(C)C3CC[C@@]12C (some centres undefined) | 14.2%&11.8%
13 | CC1(C)Cc2c(sc(NC(=S)NC(=O)c3ccccc3)c2C(=O)O)CO1 | -5.6%
14 | C/C=C(/C)C(=O)O[C@@H]1c2c(ccc3ccc(=O)oc23)OC(C)(C)[C@@H]1OC(=O)/C(C)=C\C | -5.7%
15 | CCOC(=O)c1ccc(N)cc1 | 18.4%
16 | C/C=C\C(=O)N(CC)c1ccccc1C | 17.0%[25.7 µM]

no. | SMILES | ERK EGF block
17 | C=C[C@@H]1CN2CCC1C[C@@H]2[C@@H](O)c1ccnc2ccc(OC)cc12 (some centres undefined) | 3.0%[57.5 µM]
18 | CN(C)CCOC(C)(c1ccccc1)c1ccccn1 (centres undefined) | -1.2%
19 | CN1CCOC(c2ccccc2)c2ccccc2C1 (centres undefined) | 14.3%
20 | O=C(O)[C@H]1[C@H]2C[C@H]3c4[nH]c5ccccc5c4CCN3C[C@@H]2CC[C@@H]1O | 9.6%
21 | O=C(CCNNC(=O)c1ccncc1)NCc1ccccc1 | 8.7%
22 | OCCN1CCN(CCCN2c3ccccc3Sc3ccc(Cl)cc32)CC1 | ?
23 | Cc1c(NC(=O)c2cccnc2)c(=O)n(-c2ccccc2)n1C | 22.6%
24 | CC(C(=O)O)c1ccc(C(=O)c2cccs2)cc1 (centres undefined) | 3.4%

no. | SMILES | ERK EGF block
25 | CCN(CC)CCNC(=O)c1cc(Cl)c(N)cc1OC | 15.9%
26 | C[C@H](CCC(=O)O)[C@H]1CC[C@H]2[C@H]3C(CC[C@]12C)[C@@]1(C)CC[C@@H](O)C[C@H]1C[C@H]3O (some centres undefined) | -5.2%
27 | Oc1ccc(/C=C/c2cc(O)cc(O)c2)cc1 | -6.3%[57.5 µM]
28 | C[C@]12CCC(=O)C=C1CC[C@@H]1[C@@H]2CC[C@@]2(C)[C@H]1CC[C@]2(O)C(=O)CO | -0.1%[57.5 µM]
29 | Cc1ccc(CN2CCN(Cc3cccc4nccnc34)CC2CCO)cc1 (centres undefined) | -1.6%[57.5 µM]
30 | C=C[C@@H]1CN2CC[C@@H]1C[C@H]2[C@H](O)c1ccnc2ccc(OC)cc12 | 1.9%
31 | CCC(C)n1ncn(-c2ccc(N3CCN(c4ccc(OCC5COC(Cn6cncn6)(c6ccc(Cl)cc6Cl)O5)cc4)CC3)cc2)c1=O (centres undefined) | ?
32 | CCOC(=O)C(CCc1ccccc1)NC(C)C(=O)N1Cc2ccccc2CC1C(=O)O (centres undefined) | 12.8%

no. | SMILES | ERK EGF block
33 | CC[n+]1c(C)sc2cc(OC)ccc21 | -10.8%
34 | CCCn1cnc2c1c(=O)n(CCCCC(C)=O)c(=O)n2C | -0.5%
35 | CCCCCCCCCCCCCCC[C@H](O)[C@H](N)CO | 8.7%
36 | COc1ccccc1N1CCN(CCCNc2cc(=O)n(C)c(=O)n2C)CC1 | 1.2%
37 | c1ccc(CN(CC2=NCCN2)c2ccccc2)cc1 | -8.7%[57.5 µM]
38 | CC(COc1ccccc1)NC(C)C(O)c1ccc(O)cc1 (centres undefined) | -1.3%[57.5 µM]
39 | CCCN[C@@H](C)C(=O)Nc1c(C)csc1C(=O)OC | 2.9%[25.7 µM]
40 | O=C(c1ccc(F)cc1)C1CCN(CCn2c(=O)[nH]c3ccccc3c2=O)CC1 | 1.1%[57.5 µM]

no. | SMILES | ERK EGF block
41 | CC(=O)C1CCC2C3CC(C)C4=CC(=O)CC[C@@]4(C)C3C(O)C[C@@]12C (some centres undefined) | 0.4%
42 | O=c1cc(-c2ccc(O)cc2)oc2cc(O[C@H]3OC(CO)C(O)C(O)C3O)cc(O)c12 (some centres undefined) | 7.0%
43 | C[C@H]1c2cccc(O)c2C(O)=C2C(=O)[C@]3(O)C(O)=C(C(N)=O)C(=O)C(N(C)C)[C@@H]3[C@@H](O)C21 (some centres undefined) | -5.2%
44 | Cc1ccccc1OC[C@H](O)CO | 9.2%[25.7 µM]
45 | C1CCC(C(CC2CCCCN2)C2CCCCC2)CC1 (centres undefined) | 0.4%[57.5 µM]
46 | Cc1nc2ccccn2c(=O)c1CCN1CCC(C(=O)c2ccc(F)cc2)CC1 | -22.5%[57.5 µM]
47 | NC(=O)c1cccc(-c2cc(Nc3ccc(OC(F)(F)F)cc3)ncn2)c1 | ?
48 | O=c1cc(-c2ccc(O)cc2)oc2cc(OC3OC(CO)C(O)C(O)[C@H]3O[C@@H]3OC[C@@](O)(CO)C3O)cc(O)c12 (some centres undefined) | 25.1%

no. | SMILES | ERK EGF block
49 | c1ccc(CC2=NCCN2)cc1 | 5.4%
50 | COc1ccc(S(=O)(=O)N2c3ccc(Cl)cc3[C@](O)(c3ccccc3Cl)[C@@H]2C(=O)N2CCC[C@H]2C(N)=O)cc1OC | 2.9%
51 | O=S(=O)(c1cccc2cnccc12)N1CCCNCC1 | -1.2%&-6.0%
52 | C[C@@H](N)C1CCC(C(=O)Nc2ccncc2)CC1 (some centres undefined) | 1.9%&6.9%
53 | COC(=O)C1=CO[C@@H](O[C@H]2OC(CO)C(O)C(O)C2O)C2C1CC(O)C2C (some centres undefined) | 25.0%
54 | C=CC1=C(C(=O)O)N2C(=O)C(NC(=O)/C(=N\O)c3csc(N)n3)C2SC1 (centres undefined) | 7.4%
55 | CC(=O)c1ccc2c(c1)N(CCCN(C)C)c1ccccc1S2 | -0.5%[25.7 µM]
56 | COc1cc2c(c(OC)c1OC)-c1c(cc3c(c1OC)OCO3)[C@@H](OC(C)=O)[C@H](C)[C@H](C)C2 | 2.0%[57.5 µM]
57 | O=C(NCCc1c[nH]c2ccccc12)c1cccnc1 | -12.6%[57.5 µM]
58 | COc1ccc(C(=O)CC(=O)c2ccc(C(C)(C)C)cc2)cc1 | ?

# Grouped by structure: those above containing a carbonyl joined to an NH by a bond outside any ring.
no. | SMILES | ERK EGF block
1 | COc1ccc(/C=C/C(=O)Nc2ccccc2C(=O)O)cc1OC | ?
6 | CC(=O)c1ccc(S(=O)(=O)NC(=O)NC2CCCCC2)cc1 | -1.7%
13 | CC1(C)Cc2c(sc(NC(=S)NC(=O)c3ccccc3)c2C(=O)O)CO1 | -5.6%
21 | O=C(CCNNC(=O)c1ccncc1)NCc1ccccc1 | 8.7%
23 | Cc1c(NC(=O)c2cccnc2)c(=O)n(-c2ccccc2)n1C | 22.6%
25 | CCN(CC)CCNC(=O)c1cc(Cl)c(N)cc1OC | 15.9%
39 | CCCN[C@@H](C)C(=O)Nc1c(C)csc1C(=O)OC | 2.9%[25.7 µM]
43 | C[C@H]1c2cccc(O)c2C(O)=C2C(=O)[C@]3(O)C(O)=C(C(N)=O)C(=O)C(N(C)C)[C@@H]3[C@@H](O)C21 (some centres undefined) | -5.2%
47 | NC(=O)c1cccc(-c2cc(Nc3ccc(OC(F)(F)F)cc3)ncn2)c1 | ?
50 | COc1ccc(S(=O)(=O)N2c3ccc(Cl)cc3[C@](O)(c3ccccc3Cl)[C@@H]2C(=O)N2CCC[C@H]2C(N)=O)cc1OC | 2.9%
52 | C[C@@H](N)C1CCC(C(=O)Nc2ccncc2)CC1 (some centres undefined) | 1.9%&6.9%
54 | C=CC1=C(C(=O)O)N2C(=O)C(NC(=O)/C(=N\O)c3csc(N)n3)C2SC1 (centres undefined) | 7.4%
57 | O=C(NCCc1c[nH]c2ccccc12)c1cccnc1 | -12.6%[57.5 µM]

# A portion of the library (hit frequency here may not be typical).
